Screening results (PubChem)
IL1B NFkB inh: inhibitors of IL-1B driven NFkB p65 nuclear import, primary screen, imaging, HUVEC, IL-1B stimulus, high-content imaging | HUVEC IL-1B NFkB p65 nuclear translocation imaging | actives 0.43% (n = 94,000) | inhibition, % at 2 µM;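 active means inhibition above about 30% together with a positive call from visual inspection of the well image, limit read from the data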;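 further: nuclear over cytoplasmic p65 intensity ratio measured by imaging; 0% = IL-1B stimulated DMSO wells and 100% = unstimulated DMSO wells; values of inactives mirror those of a sister screen read the other way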
MRP resist rev: reversal of MRP1-mediated doxorubicin resistance, primary screen, H69AR cells, doxorubicin co-treatment | H69AR cells + 2 uM doxorubicin, CellTiter-Glo, 72 h | differential viability (reversal), % at 10 µM | actives 0.04% (n = 85,000) | AID 602, 2007;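 active means viability drop by adding the cancer drug above about 55%, with treated viability meeting a 40% cutoff, limit read from the data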;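 further: viability without doxorubicin minus viability with 2 µM doxorubicin for each compound; larger differential means the compound sensitizes cells more to doxorubicin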
Bcl-B displacement: displacers of TR3 peptide from Bcl-B, primary screen, selectivity assay for Bfl-1 inhibitor project, biochemical, fluorescence polarization; Bcl-2-like protein 10 (Homo sapiens); FP displacement of FITC-TR3 peptide from Bcl-B; higher % means a stronger effect; one-dose displacement, % at 20 µM; IC50 in µM for titrated hits; actives 0.11% (n = 96,000); AID 748, 2007;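 active means displacement above 50% at 20 µM plus a fluorescence interference ratio under 1.5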;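 further: plate controls were wells without compound for no effect and wells lacking Bcl-B protein for full effect; a part of the inactive calls stands beside numbers as strong as those of hits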
PLAP inhibitors HTS: PLAP enzyme inhibitors, biochemical, luminescence, HTS (AID 690); inhibition, % at 20 µM; hits with a dose series show IC50 in µM; actives 0.08% (n = 96,000); purified PLAP, luminescent substrate; higher % means a stronger effect; Alkaline phosphatase, placental type (Homo sapiens); in the data active means a potency from the dose series; inactive means the rest, 99 in 100 with inhibition below about 30%; further: strong numbers were not always called active
NFkB transloc pot: enhancers of NFkB p65 translocation in HUVEC – imaging, IL-1B stimulus, high-content imaging, primary screen | actives 0.3% (n = 94,000) | activation, % at 2 µM | HUVEC IL-1B NFkB p65 nuclear translocation imaging;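 active means activation above 40%, about the mean plus 3 SD, also judged a hit on visual image review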;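 further: percent activation is computed from the nuclear over cytoplasmic p65 intensity ratio; values of inactives mirror those of a sister screen read the other way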
MRP resist rev cytotoxicity: second read-out of MRP resist rev, no call of its own (marks repeat the call); viability, %; H69AR cells, CellTiter-Glo, 72 h; measured here: cytotoxicity without doxorubicin
MRP resist rev with doxorubicin: further read-out of MRP resist rev, marked with its call; viability, %; measured here: viability with 2 uM doxorubicin; hits give low values
IL1B NFkB inh cell count 2 µM: also measured in IL1B NFkB inh; calls as there; cell count; measured here: cells passing quality filter;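 raw number of nuclei counted in each imaged well without normalization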
NFkB transloc pot cell count 2 µM: recorded beside NFkB transloc pot, whose call it bears; cell count; measured here: cells passing quality filter
The depositor's hits bear a star; · = not tested or not shown. Some of the compounds tested; count on the stated rates, not on these rows.

SMILES	IL1B NFkB inh	IL1B NFkB inh cell count 2 µM	MRP resist rev	MRP resist rev cytotoxicity	MRP resist rev with doxorubicin	Bcl-B displacement	PLAP inhibitors HTS	NFkB transloc pot	NFkB transloc pot cell count 2 µM
CC(C)(C)OC(=O)N1CCCC1C(=O)NCCc1ccccc1 (configuration not stated)	-3.3	158	-1.9	73.0	74.9	9.3%	-16.1%	3.2	158
CCOC(=O)Nc1ccc(S(=O)(=O)N(C)C(C)C)cc1	-13.4	146	·	·	·	-1.6%	12.8%	13.4	146
CC(C)OC(=O)N(C)c1ccc(C(O)(C(F)(F)F)C(F)(F)F)cc1	-2.6	158	5.2	78.3	73.0	3.4%	-59.7%	2.6	158
CN1C2C=C(N(CCc3c[nH]c4ccccc34)C(=O)c3ccc(Cl)cc3)CC1CC2 (configuration not stated)	15.7	125	·	·	·	-4.7%	-45.3%	-15.7	125
CCOC(=O)NCc1ccc(Cl)c(Cl)c1	-7.2	169	10.4	99.0	88.6	-2.7%	20.1%	7.2	169
Cc1nc(N)c(C#N)c(-c2cccnc2)c1C	-33.0	141	6.8	96.8	90.0	-5.6%	14.3%	33.0	141
COc1ccc(N2CCN(CCCNC(=O)c3cc4sccc4n3C)CC2)cc1	-27.4	141	-22.4	30.4	52.8	6.6%	-34.3%	27.4	141
COc1ccc(NC(=O)CSc2nnc(CNC(=O)c3ccco3)o2)c(OC)c1	1.5	58	-11.5	100.7	112.2	10.7%	5.7%	-1.5	58
O=C1CC(c2ccco2)CC(O)=C1C=NCCN1CCN(C2CC(=O)N(c3ccccc3)C2=O)CC1 (configuration not stated)	-0.3	109	1.6	106.4	104.7	·	·	0.3	109
CN1CCN(S(=O)(=O)c2ccc(Br)s2)CC1	·	·	4.8	93.5	88.7	-3.4%	0.1%	·	·
CCOC(=O)c1c(C)c(C(=O)NCC2CCCO2)c(C)n1CC (configuration not stated)	·	·	·	·	·	-1.7%	0.2%	·	·
CC(=O)c1ccc(OC(=O)c2ccc(Br)o2)cc1	-27.9	113	-4.3	101.5	105.8	-5.9%	-7.6%	27.9	113
COc1cccc(OC)c1C(=O)NNC(=O)c1cccc(COc2ccc3c(c2)CCC3)c1	-9.3	163	·	·	·	4.6%	-98.4%	9.2	163
CC1=C(C)CC(C(=O)Nc2ccc(C(N)=O)cc2)C(C(=O)O)C1 (configuration not stated)	1.6	151	·	·	·	6.1%	1.5%	-1.6	151
CCCCN(C(=O)NC(=O)Nc1ccccc1OCC)S(C)(=O)=O	0.3	173	20.5	105.4	84.9	6.9%	5.9%	-0.3	173
CCC(Oc1ccccc1)C(=O)Nc1nc2ccccc2[nH]1 (configuration not stated)	-8.9	159	1.8	74.7	72.9	-0.1%	-82.5%	8.9	159
COc1ccc(Nc2ncccc2C(=O)O)cc1	-7.7	204	-9.4	95.5	104.9	-1.0%	-1.9%	7.7	204
COCc1cc(=O)[nH]c(/N=C(\N)Nc2cccc(C)c2)n1	3.8	142	7.3	103.7	96.3	3.0%	-135.4%	-3.8	142
O=C(c1ccco1)N1C2C=CC(C2)C1(C(F)(F)F)C(F)(F)F (configuration not stated)	13.3	115	14.0	94.2	80.1	-3.1%	4.1%	-13.3	115
CCOC(=O)COc1ccc(S(=O)(=O)Nc2cccc(SC)c2)cc1	-10.0	158	16.6	105.5	88.9	21.0%	-36.6%	10.0	158
Cc1ccc2cc3cc(C(=O)NCCN4CCOCC4)oc3nc2c1	-0.3	112	-13.3	82.0	95.2	·	·	0.3	112
CCCN1C/C(=C/c2cccc([N+](=O)[O-])c2)C(=O)/C(=C/c2cccc([N+](=O)[O-])c2)C1	26.8	114	·	·	·	-3.1%	3.7%	-26.8	114
O=C(Nc1ccc(Cl)cc1)c1cc(S(=O)(=O)N2CCOCC2)cs1	-24.9	191	-8.8	69.3	78.0	0.4%	20.7%	24.9	191
C/C(=N\NC(=O)c1ccc(F)cc1)c1cccc(NC(=O)c2ccco2)c1	9.6	101	·	·	·	-5.9%	3.8%	-9.6	101
CCCCNC(=O)NC1C(NC(=O)NCCCC)N(C)C(=O)N1C (configuration not stated)	4.8	159	·	·	·	-1.4%	16.0%	-4.8	159
O=C1CC(c2nc3ccccc3[nH]2)CN1c1ccccc1F (configuration not stated)	-11.7	73	24.2	91.9	67.7	-2.3%	-5.2%	11.7	73
CC1CCCC(C)N1C(=O)CSc1nnc(COc2ccccc2)n1-c1ccccc1 (configuration not stated)	-28.3	59	11.4	94.0	82.6	-8.6%	-13.3%	28.3	59
CCOc1ccc(Cn2nnc(C(=O)Nc3cc(OC)cc(OC)c3)c2N)cc1	-35.8	177	2.8	91.3	88.5	2.7%	15.6%	35.8	177
CCN(CC)c1ccc(NC(=O)CSc2nnc(N)s2)cc1C	-23.7	181	16.3	93.9	77.6	0.0%	5.3%	23.7	181
Cn1nc(-c2ccc(N3CCOCC3)c(NS(=O)(=O)c3ccc(Cl)cc3)c2)c2ccccc2c1=O	3.6	171	-11.0	62.9	73.9	-2.4%	-13.0%	-3.6	171

Gathered by group, those above with fluorine
SMILES	IL1B NFkB inh	IL1B NFkB inh cell count 2 µM	MRP resist rev	MRP resist rev cytotoxicity	MRP resist rev with doxorubicin	Bcl-B displacement	PLAP inhibitors HTS	NFkB transloc pot	NFkB transloc pot cell count 2 µM
CC(C)OC(=O)N(C)c1ccc(C(O)(C(F)(F)F)C(F)(F)F)cc1	-2.6	158	5.2	78.3	73.0	3.4%	-59.7%	2.6	158
O=C(c1ccco1)N1C2C=CC(C2)C1(C(F)(F)F)C(F)(F)F (configuration not stated)	13.3	115	14.0	94.2	80.1	-3.1%	4.1%	-13.3	115
C/C(=N\NC(=O)c1ccc(F)cc1)c1cccc(NC(=O)c2ccco2)c1	9.6	101	·	·	·	-5.9%	3.8%	-9.6	101
O=C1CC(c2nc3ccccc3[nH]2)CN1c1ccccc1F (configuration not stated)	-11.7	73	24.2	91.9	67.7	-2.3%	-5.2%	11.7	73

Later entries
SMILES	IL1B NFkB inh	IL1B NFkB inh cell count 2 µM	MRP resist rev	MRP resist rev cytotoxicity	MRP resist rev with doxorubicin	Bcl-B displacement	PLAP inhibitors HTS	NFkB transloc pot	NFkB transloc pot cell count 2 µM
COc1cccc(-c2nc(-c3ccccn3)no2)c1OC	-7.8	121	-3.2	94.0	97.2	0.6%	9.4%	7.8	121
CC(=O)Nc1nc(C)c(-c2csc(Nc3cccc([N+](=O)[O-])c3)n2)s1	-7.5	158	·	·	·	2.2%	-37.8%	7.5	158
COc1ccc(CNC(=O)CN(C(=O)CCC(=O)Nc2ccccn2)c2ccccc2OC)cc1	0.4	89	-5.8	96.5	102.2	5.3%	-41.2%	-0.4	89
Cn1c(=O)c2c(nc(SCCN3CCOCC3)n2Cc2ccc(F)cc2)n(C)c1=O	-5.1	98	-9.0	83.5	92.5	-4.2%	-65.6%	5.1	98
O=C(CCc1nc(-c2ccccc2F)no1)NC1CCCCC1	-5.2	185	9.3	95.4	86.1	-2.4%	-4.0%	5.2	185
Cc1ccccc1NC(=O)CN(c1ccc(F)cc1)S(C)(=O)=O	-23.2	132	10.7	95.6	84.9	-5.6%	1.6%	23.2	132
C=C(C)C1Cc2c(C)nn(-c3nc(C)cc(C)n3)c2C1 (configuration not stated)	12.4	172	-1.1	3.1	4.2	8.6%	-26.2%	-12.4	172
C/C(=N\NC(=O)C(C)Sc1ccccc1)C(C)(C)C (configuration not stated)	-15.2	101	·	·	·	4.0%	1.5%	15.2	101
CN1CC[n+]2c(CN3C(=O)c4ccccc4C3=O)csc21	2.8	130	1.1	107.3	106.2	1.5%	-11.0%	-2.8	130
CCCN1C(=O)SC(CC(=O)Nc2ccc(C)cc2)C1=O (configuration not stated)	-3.1	159	-2.6	80.9	83.5	·	·	3.1	159
Cc1ccc(C(=O)Nc2ccccc2C(=O)NC2CCCCC2)cc1S(=O)(=O)N1CCOCC1	-10.9	111	34.5	73.0	38.6	-2.1%	4.1%	10.9	111
O=C(Nc1c2c(nn1-c1ccc(F)cc1)CS(=O)C2)C12CC3CC(CC(C3)C1)C2 (configuration not stated)	-1.7	152	14.2	87.5	73.3	-14.7%	-77.2%	1.7	152
COc1ccc(N2CCN(C(=O)C34CCC(C)(C(=O)C3)C4(C)C)CC2)cc1 (configuration not stated)	2.2	178	3.1	97.0	93.9	12.0%	-9.8%	-2.2	178
CN1CCN(C(=O)c2cc(Cl)ccc2Cl)CC1	0.7	199	9.6	97.0	87.4	-7.2%	16.0%	-0.7	199
C=CCNC(=O)c1cc2c(C(F)(F)F)nn(C)c2s1	-3.9	173	·	·	·	0.5%	-11.0%	3.9	173
O=C(c1ccc2c(c1)OCO2)N(Cc1ccco1)C1(C(=O)NC2CCCCC2)CCCCC1	-18.7	147	·	·	·	6.4%	-58.0%	18.7	147
CCOC(=O)c1cnc(SC)nc1Oc1cccc(NS(=O)(=O)c2ccc(C)cc2)c1	-15.4	121	·	·	·	3.1%	-16.5%	15.4	121
CCOc1ccc(N2CC(C(=O)Oc3ccccc3)CC2=O)cc1 (configuration not stated)	1.7	140	-2.5	94.8	97.3	-2.0%	·	-1.7	140
Cc1ccc(NC(=O)c2cnn(-c3ccccc3)c2NC(=O)c2ccco2)cc1	3.5	178	29.9	100.7	70.8	-12.6%	-3.9%	-3.5	178
O=C1NCCCN1Cc1ccc(F)cc1	0.1	82	-1.7	101.1	102.8	-8.2%	-69.2%	-0.1	82
Cc1cccc(NC(=O)Cc2cccs2)n1	3.9	126	9.9	104.7	94.7	-5.1%	-23.5%	-3.9	126
COc1cccc(CN2CCSCC2)c1	-7.1	191	-3.2	89.9	93.2	-12.7%	12.1%	7.1	191
O=C(C1CCCN1S(=O)(=O)c1ccc(Cl)cc1)N1CCOCC1 (configuration not stated)	4.4	94	-19.2	68.9	88.2	-8.3%	3.8%	-4.4	94
O=C(CSc1nnc(CNc2ccc(F)cc2)n1-c1ccccc1)N1CCOCC1	6.8	137	11.2	100.6	89.4	·	·	-6.8	137
O=C(Nc1nc2ccc(S(=O)(=O)N3CCCCC3)cc2s1)c1cccnc1	-15.7	68	-1.3	87.7	89.0	-10.2%	-41.3%	15.7	68
CS(=O)(=O)N(Cc1ccccc1)c1ccc(C(=O)N2CCc3ccccc3C2)cc1	-7.4	178	3.4	82.2	78.8	-8.8%	-3.1%	7.4	178
CNC(=O)OCc1cccc(COC(=O)NC)n1	-9.4	158	0.0	100.1	100.1	0.4%	-1.2%	9.4	158
CCOC(=O)Nc1ccc(S(=O)(=O)Nc2cc(C)on2)cc1	-5.7	151	3.8	88.9	85.2	-6.5%	9.2%	5.7	151
Cc1nnc(N2C(=O)C(O)=C(C(=O)c3ccco3)C2c2ccc(C(C)(C)C)cc2)s1 (configuration not stated)	-6.4	187	-6.8	80.6	87.4	·	·	6.4	187
CC(=O)C(N=Nc1ccccc1)(Sc1nnc(-c2ccccc2)n1-c1ccccc1)C(=O)Nc1ccccc1 (configuration not stated)	-0.3	64	·	·	·	-3.7%	5.0%	0.3	64
COC(=O)CSc1nnc(-c2ccc(S(=O)(=O)N3CCCCC3)cc2)o1	0.8	84	16.3	99.7	83.4	5.1%	-0.8%	-0.8	84
Cc1cccc(Oc2ncnc3onc(C)c23)c1	0.6	150	·	·	·	-0.8%	13.4%	-0.6	150
COc1ccccc1NC(=O)C1C2C=CC(O2)C1C(=O)O (configuration not stated)	-1.8	203	7.9	93.1	85.2	2.2%	-2.6%	1.8	203
Cc1cccc(/N=C/c2c(O)[nH]c3ccccc23)n1	12.7	99	-18.7	48.1	66.7	-6.3%	7.2%	-12.7	99
Cc1cc(NCCCN(C)C)n2nc(-c3cccs3)cc2n1	-23.0	136	9.2	90.7	81.5	·	·	23.0	136
